Screening results deposited in PubChem BioAssay by National Center for Advancing Translational Sciences (NCATS).
PGK inhibitor: qHTS Assay to Find Inhibitors of Phosphoglycerate Kinase; PGK/GAPDH coupled, Kinase-Glo luminescence, 60 min; Potency, µM (series often up to 57.5 µM), without a hit: top-dose activity change, negative = inhibition, actives largely listed as inhibitors; 0.043% of 380,000 active; note: potency is the fitted concentration of half-maximal effect; % is set by controls: 0 for no effect and ±100 for the full control effect; nearly all actives have a fitted effect of over 60% in size
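Recombinant glycosomal PGK reaction used 1,3-bisphosphoglycerate generated in-well by GAPDH (100nM final) in 100mM TEA pH 7.6, 5mM MgCl2, 0.01% Tween-20. After 60 minutes at room temperature, ATP was read by Kinase-Glo Plus luminescence end-point.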
USP1 inh: Inhibitors of USP1/UAF1: Primary Screen; Ubiquitin carboxyl-terminal hydrolase 1 (Homo sapiens), O94782; recombinant USP1/UAF1, Ub-Rhodamine cleavage fluorescence; Potency, µM (highest dose often 57.1 µM), for the others: top-dose activity change, negative = inhibition, usual class: inhibitors; 0.23% of 390,000 active; note: potency is the fitted concentration of half-maximal effect; % is set by controls: 0 for no effect and ±100 for the full control effect; nearly all actives have a fitted effect of over 60% in size; inactives centre near -12
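USP1/UAF1 complex at 1 nM was preincubated with compound for 15 min at room temperature, then Ub-Rho substrate (150nM final) was added. Fluorescence (480/540 nm) was read kinetically, 6 reads every 60 seconds.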
PI4K2A block: qHTS for small molecular inhibitors of PI4K2A. Phosphatidylinositol 4-kinase type 2-alpha (Homo sapiens), Q9BTU6. purified PI4K2A, ADP-Glo luminescence, 1 h; active compounds read low. activity change, negative = inhibition, % at 76.9 µM. 0.13% of 420,000 active; in the data active = activity change below about -50%; inconclusive = mostly about -30% to -49%;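 note: -100% = wells without enzyme as full effect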
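Compounds are screened against recombinant PI4K2A using PI as substrate and ATP, the latter dispensed at 300 microM. Reactions run one hour at ambient temperature before ADP-Glo detection; full inhibition defined by wells lacking enzyme.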
TrxR1 inh: qHTS Assay for Inhibitors of Mammalian Selenoprotein Thioredoxin Reductase 1 (TrxR1): qHTS. Thioredoxin reductase 1, cytoplasmic (Rattus norvegicus), O89049. recombinant rTrxR1, NADPH fluorescence consumption, selenite substrate. Potency, µM (doses to about 114 µM), inactives show at the top dose activity change, negative = inhibition, usual class: inhibitors. 1% of 390,000 active. AID 588453, 2011; note: potency is the fitted concentration of half-maximal effect; % is set by controls: 0 for no effect and ±100 for the full control effect; nearly all actives have a fitted effect of over 65% in size
Target sequence (O89049 whole entry, looked up): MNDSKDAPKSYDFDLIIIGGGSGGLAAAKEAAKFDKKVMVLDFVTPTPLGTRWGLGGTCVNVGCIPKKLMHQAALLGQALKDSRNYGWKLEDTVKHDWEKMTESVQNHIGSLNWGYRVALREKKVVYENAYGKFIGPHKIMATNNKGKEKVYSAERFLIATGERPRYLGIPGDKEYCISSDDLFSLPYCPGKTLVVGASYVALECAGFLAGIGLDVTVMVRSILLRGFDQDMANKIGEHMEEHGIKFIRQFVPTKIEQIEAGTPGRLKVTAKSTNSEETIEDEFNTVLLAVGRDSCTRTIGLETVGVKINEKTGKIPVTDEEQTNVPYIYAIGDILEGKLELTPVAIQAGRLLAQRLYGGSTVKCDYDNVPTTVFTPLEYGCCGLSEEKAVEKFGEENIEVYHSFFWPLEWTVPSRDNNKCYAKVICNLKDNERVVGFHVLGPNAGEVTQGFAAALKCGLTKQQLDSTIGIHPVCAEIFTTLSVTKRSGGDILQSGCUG
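Rat TrxR1 (90 nM in the dispensed reagent) was pre-reduced with 400 uM NADPH for 5 min at room temperature, then incubated with compound for 15 min. After 400 uM selenite was added, NADPH fluorescence (Ex 340/Em 450 nm) was followed for 8 min.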
HP1b binding inh: HTS for Inhibitors of HP1-beta Chromodomain Interactions with Methylated Histone Tails | AID 540317, 2011 | Potency, µM (doses to about 114 µM), for the others: at the highest dose activity change, negative = inhibition, most hits filed as inhibitors | AlphaScreen HP1-beta / biotin-H3K9me3 peptide binding | 0.56% of 390,000 active | Chromobox protein homolog 1 (Homo sapiens), P83916; note: potency is the fitted concentration of half-maximal effect; nearly all actives have a fitted effect of over 70% in size; inactives centre near 23
Target sequence (P83916 whole entry, looked up): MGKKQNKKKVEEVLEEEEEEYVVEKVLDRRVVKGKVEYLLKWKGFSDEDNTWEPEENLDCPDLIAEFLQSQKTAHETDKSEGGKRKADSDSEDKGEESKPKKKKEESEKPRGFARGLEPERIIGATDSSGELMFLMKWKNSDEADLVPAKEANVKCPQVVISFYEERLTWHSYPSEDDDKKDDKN
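HP1-beta protein (50 nM final) preincubated 30 min at room temperature with biotinylated H3(1-18)K9me3 peptide (50 nM) in PBS pH 7.4, 0.01% Tween-20, then compound added for 30 min. AlphaScreen streptavidin donor/nickel chelate acceptor beads (10 ug/mL final), 30 min dark, luminescence read.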
IDH1 R132H inh: qHTS for Inhibitors of mutant isocitrate dehydrogenase 1 (IDH1): qHTS | Isocitrate dehydrogenase [NADP] cytoplasmic (Homo sapiens), O75874 | Potency, µM (titrated, usually from 76.6 µM), without a hit: at the top dose activity change, negative = inhibition, most hits filed as inhibitors | AID 602179, 2012 | IDH1-R132H enzyme, NADPH consumption, diaphorase/resazurin fluorescence | 0.093% of 390,000 active; note: potency is the fitted concentration of half-maximal effect; % is set by controls: 0 for no effect and ±100 for the full control effect; nearly all actives have a fitted effect of over 65% in size
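IDH1-R132H (0.5 ug/mL) preincubated 30 min with compound, then NADPH (0.016 mM) and alpha-KG (2 mM) added; 80 min at RT, pH 7.5. Remaining NADPH coupled via diaphorase/resazurin to fluorescence (540/590 nm); concentration-response curves normalized to no-enzyme control.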
TrxR1 substrate: qHTS Assay for Substrates of Mammalian Selenoprotein Thioredoxin Reductase 1 (TrxR1): qHTS | 0.01% of 390,000 active | Potency, µM (doses to about 114 µM), for the others: at the highest dose activity change, negative = substrate turnover | purified TrxR1 substrate turnover, NADPH consumption readout | AID 588456, 2011; note: potency is the fitted concentration of half-maximal effect; % is set by controls: 0 for no effect and ±100 for the full control effect; nearly all actives have a fitted effect of over 50% in size
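Rat TrxR1, dispensed at 90 nM, was prereduced with 400 uM NADPH (final) for 5 min at ~22 deg C, then incubated with compound 15 min before 400 uM selenite. A first-read NADPH fluorescence drop versus no-compound background flagged substrates.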
GLS inh: qHTS for Inhibitors of Glutaminase (GLS); Glutaminase kidney isoform, mitochondrial (Homo sapiens), O94925; GLS enzymatic activity, qHTS titration; 0.21% of 410,000 active; AID 624170, 2012; Potency, µM (series often up to 45.5 µM), for inactives: at the top dose activity change, negative = inhibition, hits mostly inhibitors; note: potency is the fitted concentration of half-maximal effect; % is set by controls: 0 for no effect and ±100 for the full control effect
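Glutamate formation by hKGA was monitored fluorometrically using coupled glutamate oxidase, HRP and Amplex Red. Substrate was added as 1 mM L-glutamine solution; incubation was 30 min at RT after an initial read.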
Pin1 inh: qHTS Assay to Find Inhibitors of Pin1; 0.009% of 390,000 active; AID 504891, 2011; Pin1 FP peptide displacement, HiFluor488, 10 min; Potency, µM (top dose mostly 115 µM), for the others: at the highest dose activity, negative = inhibition, usual class: inhibitors; active = well fitted inhibition curve with a large enough effect in the polarisation, with a control signal flat, not every such curve was filed as active; inconclusive = small, poorly fitted or top-dose-only effect, or effect the other way, or a change in a side signal; inactive = no such curve, though single readings can be large or run the other way; the % refers to the polarisation; note: potency is the fitted concentration of half-maximal effect; % is set by controls: 0 for no effect and ±100 for the full control effect
Target sequence (Q13526 whole entry, looked up): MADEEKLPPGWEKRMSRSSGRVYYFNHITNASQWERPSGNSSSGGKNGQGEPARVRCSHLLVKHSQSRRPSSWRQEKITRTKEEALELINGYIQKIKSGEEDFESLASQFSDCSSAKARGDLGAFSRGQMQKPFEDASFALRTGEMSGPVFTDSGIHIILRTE
* = called active by the depositor; i = inactive; ? = inconclusive; . = not tested or not shown; [ ] = remark or other dose. Unless noted, calls come from the whole dose curve; as a rule, active = well fitted curve in the direction sought with a large enough effect; inconclusive = small, poorly fitted or top-dose-only effect, or another doubt; inactive = no such curve, though single readings can be large; an effect the other way counts as inactive or inconclusive.

(1) O=C(Cc1coc2ccc3ccccc3c12)N1CCc2ccccc21
(2) NC(=O)[C@@H]1CCCCNc2c(F)cc([N+](=O)[O-])cc2C(=O)N[C@@H](CC(=O)O)C(=O)NCC(=O)N1
(3) O=C(C1CCCN(Cc2ccccc2C(F)(F)F)C1)N1CCCCC1 (centres undefined)
(4) O=C(CCC1CCCC1)N1CCN(S(=O)(=O)Cc2ccccc2)CC1
(5) CCO[C@H]1OC(C(=O)NCc2nc3ccccc3[nH]2)=C[C@@H](c2cn(C(C)=O)c3ccccc23)[C@@H]1CCCO
(6) Cc1nnc(NCc2ccco2)c2ccccc12
(7) O=C(CN1CCCCC1)Nc1ccccc1
(8) O=C1CSC(=O)N1CC(O)COc1ccc(Cl)cc1 (centres undefined)

assay / compound | 1 | 2 | 3 | 4 | 5 | 6 | 7 | 8
PGK inhibitor | -1% | -4% | -1% | 13% | -7% | -6% | -4% | -3%
USP1 inh | -13% | -17% | -4% | -17% | -25% | 5% | -14% | -4%
PI4K2A block | 0 | 1 | 5 | -6 | 3 | 10 | -4 | 2
TrxR1 inh | -17% | -20% | -6% | 6% | 15%[57.1 µM] | -7% | 10% | 1%
HP1b binding inh | 18% | 53%[activator] | ? | 62%[activator] | 23% | 7% | 44%[activator] | 19%
IDH1 R132H inh | -2% | 10% | 14% | 2% | -14% | 14% | 4% | -1%
TrxR1 substrate | -8% | -8% | -1% | -1% | 0%[57.1 µM] | -7% | 1% | 6%
GLS inh | . | 1% | 1% | 0% | 0% | 2% | -4% | 0%
Pin1 inh | 8% | -4% | -3% | -5% | -1% | -3% | -1% | 0%

A few values from the entries so far.
Under PGK inhibitor, cpd 7 shows -4%
Under TrxR1 inh, cpd 2 shows -20%
Under HP1b binding inh, cpd 5 shows 23%
Under PI4K2A block, cpd 8 shows 2

The main list resumes with the 4 entries that preceded the break.
(5) CCO[C@H]1OC(C(=O)NCc2nc3ccccc3[nH]2)=C[C@@H](c2cn(C(C)=O)c3ccccc23)[C@@H]1CCCO
(6) Cc1nnc(NCc2ccco2)c2ccccc12
(7) O=C(CN1CCCCC1)Nc1ccccc1
(8) O=C1CSC(=O)N1CC(O)COc1ccc(Cl)cc1 (centres undefined)
(9) CCCC[C@@H]1CNCCN1CCc1cccc2ccccc12
(10) COc1ccccc1CNc1ccc(N2CCCCC2)cc1
(11) CCN(CC)C(=O)C1CCCN(Cc2ccc(F)c(F)c2)C1 (centres undefined)
(12) CCOC(=O)C1=C(C)NC(C)=C(C(=O)OCC)C1C(=O)OCC(=O)NCCc1ccccc1
(13) CCN(CC)CCN(C(=O)c1ccc(S(=O)(=O)N2CCCCC2)cc1)c1nc2cc3c(cc2s1)OCO3
(14) Cc1ccc(-c2nn(Cc3ccccc3)cc2C(=O)NCC2CCCO2)cc1 (centres undefined)
(15) CCOc1ccc(NC(=O)CSc2nnc(-c3ccc(OCC)cc3)o2)cc1
(16) CCOC(=O)c1sc2cc([N+](=O)[O-])cc(SCCO)c2c1N

assay / compound | 5 | 6 | 7 | 8 | 9 | 10 | 11 | 12 | 13 | 14 | 15 | 16
PGK inhibitor | -7% | -6% | -4% | -3% | -2% | . | 0% | -3% | 7% | -4% | -9% | 0%
USP1 inh | -25% | 5% | -14% | -4% | 20% | -16% | -4% | -7% | 1% | -10% | -7% | -22%
PI4K2A block | 3 | 10 | -4 | 2 | -3 | -7 | 4 | 0 | -3 | 4 | 2 | -8
TrxR1 inh | 15%[57.1 µM] | -7% | 10% | 1% | 27%[57.1 µM] | ? | 14% | -53% | 4%[57.1 µM] | -1% | 21% | -32%[11.4 µM]
HP1b binding inh | 23% | 7% | 44%[activator] | 19% | 18% | 32µM* | -17% | 34% | -8% | 5% | 44% | 4%
IDH1 R132H inh | -14% | 14% | 4% | -1% | -8% | 15% | 3% | 0% | 14% | 6% | -7% | 2%
TrxR1 substrate | 0%[57.1 µM] | -7% | 1% | 6% | 15%[57.1 µM] | -6% | -2% | -4% | -1%[57.1 µM] | -2% | -2% | -2%[11.4 µM]
GLS inh | 0% | 2% | -4% | 0% | 14% | 54%[activator] | -6% | 20% | 0% | 5% | -5% | -1%
Pin1 inh | -1% | -3% | -1% | 0% | 0% | -3% | -11% | -2% | -2% | -4% | 5% | 6%

(17) O=C(c1ccc(CS(=O)c2ccccc2Cl)o1)N1CCCCCC1 (centres undefined)
(18) COc1ccc(-c2ccc(-c3cc(=O)oc4cc(OC)c(OC)c(OC)c34)cc2)cc1OC
(19) COC(=O)[C@H](C)NC(=O)Nc1ccccc1F
(20) CCOc1cc(CNc2ccccc2)cc(Br)c1OCc1ccccc1F
(21) O=C(CN1C(=O)C2CC=CCC2C1=O)Nc1ccc(S(=O)(=O)Nc2nccs2)cc1 (centres undefined)
(22) CCOc1cc(C(=S)N2CCCC2)ccc1OC
(23) CC(C)C(=O)Nc1cc2c(cc1C(=O)c1ccccc1)OCCO2
(24) Cc1c(CCC(=O)NCCc2ccc(Cl)cc2)c(=O)oc2c(C)c(O)ccc12

assay / compound | 17 | 18 | 19 | 20 | 21 | 22 | 23 | 24
PGK inhibitor | -8% | -12% | -1% | -7% | -5% | 3% | -8% | -7%
USP1 inh | -18% | -5% | -16% | ? | -19% | -20% | -18% | ?
PI4K2A block | 4 | -3 | 1 | 1 | -1 | 9 | -7 | 1
TrxR1 inh | -26% | 31% | 17% | -3% | 37%[activator] | 1%[57.1 µM] | -6% | 19%
HP1b binding inh | 51%[activator] | 36%[activator] | 54% | 73%[activator] | 27% | 22% | 15% | 59%[activator]
IDH1 R132H inh | 2% | 6% | 1% | 3% | 0% | 3% | 6% | -19%
TrxR1 substrate | -6% | 10% | 8% | -6% | 13% | 6%[57.1 µM] | -9%[57.1 µM] | 60%[activator]
GLS inh | -15% | 17% | -1% | 0% | -1% | -6% | -2% | -10%
Pin1 inh | 2% | 22% | -3% | -1% | -1% | 3% | -2% | 2%

(25) CC1CCc2c(sc(NC(=O)c3ccc(Cn4cc([N+](=O)[O-])cn4)o3)c2C#N)C1 (centres undefined)
(26) CCNC(=O)N1CCN(S(=O)(=O)c2ccc3c(c2)OCCCO3)CC1
(27) CCC1CN(C(=O)N2CCC(C(=O)NCCN(CC)CC)CC2)c2cc(C)ccc2O1 (centres undefined)
(28) CC(C)CC(=O)N=Nc1c(O)[nH]c2ccccc12
(29) COc1ccc(CNC(=O)c2ccc(=O)oc2)cc1OC
(30) CC#CCN1c2ccccc2[C@]23C[C@@H](C(=O)OC)N(C(=O)c4ccco4)C2=NC(C(=O)OC)=C(C(=O)OC)[C@H]13
(31) CCSc1ccc(-c2nn(-c3ccccc3)cc2/C=C(/C#N)C(=O)NCCCOC)cc1
(32) CC(C)CCNC(=O)C1CC(c2cccc(F)c2)=NO1 (centres undefined)
(33) Cc1ccc(S(=O)(=O)N2C[C@@H]3[C@H]4CC[C@H](C4)[C@@H]3[C@@H](C)[C@H]2c2ccn(Cc3ccccc3)c2)cc1
(34) O=C(NCCCN1CCOCC1)NC1CCCCC1
(35) C[C@]1(C(=O)NCCc2c[nH]c3ccccc23)C=C[C@@H](Cc2ccccc2)N1C(=O)c1ccccc1

assay / compound | 25 | 26 | 27 | 28 | 29 | 30 | 31 | 32 | 33 | 34 | 35
PGK inhibitor | -15% | 6% | i | -1% | 5% | i | 5% | -1% | -7% | i | 1%
USP1 inh | -3% | -17% | -16% | -1% | -15% | -19% | -13% | ? | ? | -10% | -16%
PI4K2A block | -26 | -1 | -3 | 5 | -8 | -3 | -5 | 1 | -11 | -6 | 3
TrxR1 inh | 7% | 14% | 20% | 1% | -18% | 11% | 60% | 16%[57.1 µM] | 18% | 12% | 11%[57.1 µM]
HP1b binding inh | ? | 44%[activator] | -5% | 16% | 36%[activator] | -20% | 17% | 29% | 42%[activator] | 22% | -12%
IDH1 R132H inh | 2% | -11% | -1% | 11% | 1% | 22% | 6% | -5% | 16% | 6% | -3%
TrxR1 substrate | 3% | 4% | -2% | -10% | -20% | -1% | 68%[activator][57.1 µM] | -7%[57.1 µM] | 9% | 8% | 8%[57.1 µM]
GLS inh | -27% | -1% | -6% | 0% | 4% | 38%[activator] | -8% | -9% | 4% | 9% | 4%
Pin1 inh | ? | 1% | 16% | -5% | -9% | 4% | 9% | 0% | 42%[activator] | -2% | 6%

Only part of the results is shown, so the mix of outcomes need not match the whole.
